# thrombin 1536: human alpha-thrombin inhibitors, primary screen, counter-screen for coagulation protease inhibitor project, biochemical, 1536-well, fluorogenic AMC substrate. Boc-VPR-AMC fluorogenic substrate cleavage. inhibition, % at 5 µM. 0.26% of 220,000 active. AID 1046, 2008;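 active = inhibition at or above 40%; inactive = inhibition below 40%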;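 note: 0% = enzyme with no compound and 100% = wells without enzyme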
#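 Test system: human alpha-thrombin; medium: pH 7.5 Tris-saline with Tween 20; times: reaction at room temperature; signal: AMC fluorescence at 355 nm excitation and 460 nm emission; also added: Boc-VPR-AMC substrate, 15 µM final; dosing: one concentration per compound, 5 µM, with 0.2% DMSO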
# PPC-1+TRAIL kill: compounds killing PPC-1 cancer cells with TRAIL present, primary screen, TRAIL potentiator project, ATPLite luminescence, uHTS | 0.41% of 220,000 active | PPC-1 cells + TRAIL, ATPLite viability luminescence | cell killing (% activity), % at 4 µM;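 active = cell killing above 50% in the first pass at 4 µM, then a duplicate retest at 5 µM averaging 50% or more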;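 note: plate controls were cells with TRAIL plus DMSO for no effect and medium-only wells lacking cells for full effect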
# TRPML3 agonist: human TRPML3 channel agonists, primary screen, cell-based, HEK293 TRPML3-YFP, Fluo-8 calcium fluorescence, 3 µM; Mucolipin-3 (Homo sapiens), Q8TDD5; 100% = the carbachol control signal; activation, % at 3 µM; 0.29% of 220,000 active; AID 1448, 2008;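 active = activation above its plate's cutoff, the mean activation of the plate's test wells plus 3 SD, cut at about 12% in these data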;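 note: 0% = DMSO only wells and 100% = carbachol wells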
#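 system = HEK293 cells stably carrying human TRPML3-YFP | doses = one concentration, 3 µM nominal, 0.3% DMSO | timing = dye loading 1 h 37 °C then 30 min ambient, 125 s read | detection = Fluo-8 calcium dye fluorescence, ex 470-495, em 515-575 nm | benchmarks = high control carbachol 87 µM, low control DMSO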
# TbHK1 inh: Trypanosoma brucei hexokinase 1 inhibitors, primary screen, biochemical, G6PDH-coupled NADH absorbance, MLSCN library | hexokinase 1 [Trypanosoma brucei] | recombinant TbHK1, G6PDH-coupled NADH A340 | inhibition, % at 10 µM | 0.11% of 220,000 active;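 active = inhibition of 50% or more in the single-dose primary screen; inactive = inhibition below 50%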
# Furin inh: human furin inhibitors, primary screen, biochemical, fluorescence intensity; purified furin, fluorogenic substrate cleavage; inhibition, % at 30 µM; 0.061% of 220,000 active; in the data active = inhibition above about 25%; note: inactives centre near -15
# KCC2 mod: KCC2 cotransporter modulators, thallium flux, primary screen, cell-based, HEK293 KCC2, FluoZin-2 fluorescence, MLSMR | Solute carrier family 12 member 5 (Homo sapiens), Q9H2X9 | KCC2 cells, thallium flux FluoZin-2 fluorescence | 2.2% of 190,000 active | B-score of Tl+ flux slope (higher = more flux/activation; lower = inhibition) at 10 µM | AID 1456, 2008;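 active = thallium flux slope and its plate-corrected score both differing from the plate sample mean at a set confidence after two filtering rounds, in either direction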;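 note: slope of fluorescence scaled to starting intensity during 10 to 20 s after thallium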
# Target sequence (Q9H2X9 whole entry, looked up): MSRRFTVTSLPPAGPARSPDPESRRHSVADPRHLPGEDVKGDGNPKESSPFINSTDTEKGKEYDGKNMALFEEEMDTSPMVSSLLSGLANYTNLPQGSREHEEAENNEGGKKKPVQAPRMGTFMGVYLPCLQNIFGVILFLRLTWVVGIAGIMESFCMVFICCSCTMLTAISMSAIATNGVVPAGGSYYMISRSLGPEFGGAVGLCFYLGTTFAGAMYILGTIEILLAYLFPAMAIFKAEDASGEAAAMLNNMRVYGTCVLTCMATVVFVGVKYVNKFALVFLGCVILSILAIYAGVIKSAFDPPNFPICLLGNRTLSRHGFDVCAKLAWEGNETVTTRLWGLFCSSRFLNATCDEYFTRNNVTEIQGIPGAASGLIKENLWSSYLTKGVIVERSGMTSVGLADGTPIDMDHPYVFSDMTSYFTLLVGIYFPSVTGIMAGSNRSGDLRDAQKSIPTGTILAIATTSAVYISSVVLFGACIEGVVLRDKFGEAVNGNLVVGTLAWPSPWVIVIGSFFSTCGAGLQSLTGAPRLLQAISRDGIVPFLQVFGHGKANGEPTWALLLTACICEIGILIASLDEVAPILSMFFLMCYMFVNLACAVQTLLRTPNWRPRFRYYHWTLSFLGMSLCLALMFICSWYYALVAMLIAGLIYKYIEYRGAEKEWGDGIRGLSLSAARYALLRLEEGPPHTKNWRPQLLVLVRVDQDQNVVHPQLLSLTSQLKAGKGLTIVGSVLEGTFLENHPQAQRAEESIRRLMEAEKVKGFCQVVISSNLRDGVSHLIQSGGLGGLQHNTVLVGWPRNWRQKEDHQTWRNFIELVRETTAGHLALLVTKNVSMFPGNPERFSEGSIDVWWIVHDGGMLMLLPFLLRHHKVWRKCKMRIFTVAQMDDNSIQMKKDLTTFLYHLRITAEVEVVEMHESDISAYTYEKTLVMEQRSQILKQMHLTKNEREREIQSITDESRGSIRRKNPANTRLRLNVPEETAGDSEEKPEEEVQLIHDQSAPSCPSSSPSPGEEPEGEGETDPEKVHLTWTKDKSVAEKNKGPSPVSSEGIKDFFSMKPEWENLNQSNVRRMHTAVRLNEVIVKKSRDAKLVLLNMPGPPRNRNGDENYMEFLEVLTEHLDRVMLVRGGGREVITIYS
# TRPN1 ag: zebrafish TRPN1 channel agonists, primary screen, cell-based, HEK293, calcium fluorescence; HEK293 zebrafish TRPN1-YFP, Fluo-8 calcium fluorescence; 100% = response to 87 µM carbachol; 0.18% of 220,000 active; AID 1424, 2008; activation, % at 3 µM; transient receptor potential cation channel N1 (TRPN1/NompC), Danio rerio;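 active = activation above its plate's cutoff, the mean activation of test wells on that plate plus 3 SD, cut at about 19% in these data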;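 note: 0% = DMSO alone and 100% = 87 µM carbachol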
#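 Material – zebrafish TRPN1-YFP in HEK293 cells · Doses – 3 µM single point · Schedule – dye 1 h 37 °C plus 30 min RT · Signal – Fluo-8 calcium fluorescence, excitation 470-495 nm, emission 515-575 nm · Read-out – % activation versus carbachol response · Control set – carbachol high, DMSO low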
# EBV gp42 inh: Epstein-Barr virus gp42 inhibitors, primary screen, biochemical, uHTS, fluorescence polarization | Glycoprotein 42 (Epstein-Barr virus (strain AG876)), Q1HVG2 | Fluorescence polarization binding assay, mP read-out | inhibition, % (tested at 21.74 µM) | 0.42% of 220,000 active; in the data active = inhibition above about 50%
# m-calpain inh: inhibitors of pig calpain II, primary screen, biochemical, fluorogenic peptide substrate, 1536-well. purified calpain II, 30 min. inhibition, % at 16 µM. 0.37% of 220,000 active. AID 1236, 2008;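 active = inhibition above about 50%, limit read from the data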
# * marks the source's active call; other numbers are inactive results; i = inactive; nt = no result given; [ ] = remark or other dose. Not all compounds are listed; rates above refer to the full screens.
SMILES,thrombin 1536,PPC-1+TRAIL kill,TRPML3 agonist,TbHK1 inh,Furin inh,KCC2 mod,TRPN1 ag,EBV gp42 inh,m-calpain inh
CN1CCCC(C(O)(c2ccccc2)c2ccccc2)C1 (stereo not given),-1,1,0.7,-3,-6,1.2,-1.3,-17,-6
Cn1c(O)c(/C=C2/C=CC=N2)c(=O)[nH]c1=O,-6,-2,0.7,-11,-5,0.11,1.3,-3,12
COc1cc(/C=C2/C(=O)NC(=O)N(c3ccc(C)cc3)C2=O)cc(OC)c1OC,-6,8,0.9,-6,5,0.52,-1.2,-18,-22
CN1CCN(c2ccc([N+](=O)[O-])c(Sc3nncn3C)c2)CC1,2,-15,0.7,-9,-9,-0.52,-0.5,-1,-16
COCCn1cc(C(=O)N2CCC3(CC2)OCCO3)c2c3ccccc3n(C)c2c1=O,1,20,1.3,-20,-48,0.034,1.5,-4,-159
CC1CN=C(NCc2ccncc2)S1 (stereo not given),3,0,1.0,2,-16,-0.054,0.4,-29,-25
CC(Cc1ccccc1Sc1ccccc1O)N(C)C (stereo not given),-4,2,0.7,2,-12[20 µM],0.55,-0.4,-9,-57
CC1CN=C(NC(C)c2ccccc2)S1 (stereo not given),4,26,0.9,1,19,-0.49,0.8,6,-35
CCc1c(C)nc(N)nc1N1N=C1SCC(N)=O,3,13,0.9,4,-16[20 µM],1.7,0.7,-24,-4
CC(=O)Nc1ccccc1OP1(=O)COc2ccccc2OC1,-1,6,0.8,-1,-21,nt,-0.5,-2,1
CNC(=O)OCCc1n(C)cc[n+]1C,-7,22,0.7,-3,-16,-0.59,0.3,-27,-2
c1cncc(CNCCc2c[nH]c3ccccc23)c1,-5,-1,0.7,-1,-4,-0.29,0.1,-14,27
CCCCCc1nc2ccccc2c(=O)n1-c1ccccc1[N+](=O)[O-],6,20,-0.3,30,-4,0.71,0.0,-3,16
C=CCn1c(O)c(/C(C)=N/N2CCCCCC2)c(=O)[nH]c1=O,-8,-4,0.8,-12,-19,0.1,2.4,-8,-10
COC(=O)C(O)(c1ccc(NC(=O)c2cccs2)cc1)C(F)(F)F (stereo not given),-3,-2,0.8,-8,-14,0.23,2.0,1,2
Cn1c(O)c(/C=N/c2ncccn2)c(=O)n(C)c1=O,-2,18,0.7,-59,0[20 µM],1.8,-0.5,-29,-3
CC1CC(NC(=O)C2C3CCC(O3)C2C(=O)O)CC(C)(C)C1 (stereo not given),-4,5,1.2,4,-4,-0.092,1.6,2,13
O=[N+]([O-])c1ccc(C2[C@H]3C(c4ccccc4)=NC4(CCCCC4)N23)cc1 (stereo not given in full),1,19,0.6,-4,-12,-0.21,0.7,9,10
CNCC(O)c1cccc(OC(=O)c2ccccc2C)c1 (stereo not given),-15,18,0.1,-1,-2,0.031,0.6,-13,3
Cc1ccc(-n2c(O)c(C=NCc3ccccn3)c(=O)[nH]c2=S)cc1,-4,5,0.2,-76,-3,0.015,-0.4,-2,5
CN(C)C(=O)Oc1ccc(Cl)c2cccnc12,-6,18,0.0,-2,-26,-0.27,-1.5,-10,-45
O=C1NC(=S)N(c2ccc(Cl)cc2)C(=O)/C1=C/N1CCN(C(=O)c2ccco2)CC1,-9,-5,-0.5,2,-1[20 µM],-1.9,0.0,-30,-8
O=c1[nH]c(=S)[nH]c(O)c1C(c1ccccn1)c1c(O)[nH]c(=S)[nH]c1=O,nt,8,0.7,-5,-11,-0.42,0.8,-6,-11
CC(=O)Nc1cc(C(=O)N2CCC3(CC2)OCCO3)ccc1S(=O)(=O)c1ccc(C)cc1,3,18,-0.2,-2,-22,nt,1.4,-7,-29
COc1ccc(C2SCC(=O)Nc3c2c(C)nn3C2CCOC(C)(C)C2)cc1OC (stereo not given),3,16,0.5,-4,-2[20 µM],nt,0.0,-7,28
CCOC(=O)c1c(C)n(Cc2ccccc2)c2ccc(O)cc12,-3,1,0.0,-6,-22,0.39,0.0,-16,2
O=C(OCCN1CCOCC1)C1(c2ccccc2)CCCC1,3,34,1.0,5,-30,0.41,0.1,0,-2
Cc1cccc(N=Cc2c(O)n(-c3ccccc3C)c(=O)[nH]c2=O)c1,-1,-12,1.1,-46,-4[20 µM],0.023,0.6,-11,5
COc1ccccc1C(=O)C1CCCN(Cc2cnc(C)s2)C1 (stereo not given),-5,5,1.4,20,-24,0.59,1.1,1,-17
Cn1cccc1/C=C1\C(=O)NC(=O)N(Cc2ccccc2Cl)C1=O,10,22,1.1,11,-11,0.78,0.8,58*,-18
CCCCCCOC(=O)c1ccccc1N,0,29,0.2,-2,-17,0.3,1.4,-1,-36
Cc1ccc(C(=O)c2cc(Br)ccc2N)cc1,-4,29,0.1,-1,-13,nt,-1.9,4,38
CCOC(=O)C1SC2(C(F)F)CC1(O)c1c(c(OC)c3occc3c1OC)O2 (stereo not given),-5,-6,-0.5,2,-13[20 µM],-0.74,-0.4,4,-8
COc1ccc(C(=O)OC2CC[C@@]3(C)C4CCC5[C@]6(O)CC(O)[C@@]7(O)C(CN8CC(C)CCC8[C@@]7(C)O)[C@]6(O)C[C@@]53O[C@]24O)cc1OC (stereo not given in full),4,18,-0.5,0,-12,-1.6,-0.8,-6,22
COc1ccc(-n2c(SCCN(C)C)nc3ccccc3c2=O)cc1,-2,1,-0.2,-11,-11,0.22,1.5,-19,3
O=C1NC(=O)C(CCc2ccncc2)(Cc2ccc([N+](=O)[O-])cc2)C(=O)N1,-8,15,0.7,-14,-24,-0.12,-0.5,-4,-5
Cc1ccc(-n2c(O)c(C=NCC3CCCO3)c(=O)[nH]c2=O)c(C)c1 (stereo not given),-6,4,-0.3,-6,-11,0.66,-1.6,-32,-2
O=C1C2CCCN2C(c2ccccc2)N1c1ccccn1 (stereo not given),4,-23,0.8,-4,-4,0.48,0.4,-10,-4
CCN1CCN(Cc2cc(Br)cc(OC)c2O)CC1,-5,-2,1.1,1,-8[20 µM],nt,0.8,4,20
CN1C2c3ccccc3C3C4c5ccccc5C(C31)C(C2[N+](=O)[O-])N4C (stereo not given),-4,-13,-0.1,-10,-16,-0.11,-0.3,-6,11
CCC(=NCCc1ccccc1)c1c(O)n(C)c(=O)n(C)c1=O,-8,1,4.7,2,-17,-0.64,9.2,11,-17
CCOC(=O)c1c(C)c(P(=S)(N2CCOCC2)N2CCOCC2)n(C)c1C,2,20,0.2,3,-14,2.6,-0.1,-3,18
COc1cccc(C2(O)CCN(CC(=O)Nc3nc(C)cs3)CC2)c1,6,0,0.7,0,-24,-0.52,0.6,-5,-21
COP(=O)(OC)C(O)C(Cl)(Cl)Cl (stereo not given),2,9,1.1,0,-14,0.86,1.1,-2,1
O=C1CN=C(c2ccc(Br)cc2)c2oc3ccccc3c2N1,1,-11,0.9,-19,-9[20 µM],-0.22,0.6,-1,-48
O=C(c1cccs1)N1C2CCC1CC(O)(c1cccnc1)C2 (stereo not given),-4,3,0.1,3,-26,nt,-0.4,-14,-6
O=c1cccc2n1C[C@H]1C[C@@H]2CN2CCCC[C@@H]12,0,22,0.3,-5,-25,-1.1,0.9,-11,1
COc1ccc(CCNC2CCCCC2)cc1,-4,16,0.8,-4,-22,-0.79,1.0,-9,-10
Cc1cccc(-n2c(=S)[nH]c3ccccc3c2=O)n1,-5,8,1.3,-3,-20,0.1,1.4,-8,0
COc1ccccc1CCNC1CCCC(C)C1 (stereo not given),3,11,1.0,11,-28,-0.66,-0.2,-8,2

# Continued:
SMILES,thrombin 1536,PPC-1+TRAIL kill,TRPML3 agonist,TbHK1 inh,Furin inh,KCC2 mod,TRPN1 ag,EBV gp42 inh,m-calpain inh
Cc1cccc(C(=O)Nc2ccc(Cl)cc2C(=O)c2ccccc2)c1,3,24,-0.6,2,-22,nt,-0.4,-5,35
Cc1cc(OCc2nn[nH]n2)c2c3c(c(=O)oc2c1)CCC3,-2,26,-0.5,-8,-33,0.24,1.3,-5,i
CCOC(=O)C(=CNc1ccc(C(O)(C(=O)OCC)C(F)(F)F)cc1C)C(=O)OCC (stereo not given),-5,10,-1.1,16,-7,-1.1,-1.8,9,5
Cc1nn(Cc2ccccc2Cl)c(C)c1C(=O)OCC(=O)N1CC(C)OC(C)C1 (stereo not given),7,5,0.8,-5,-12,0.092,0.4,-6,27
C/C(=N\NC(=O)c1ccncc1)c1c(O)n(Cc2ccccc2)c(=O)[nH]c1=O,3,0,-0.8,-55,-4,-0.23,-0.8,-29,18
C=CCn1c(O)c(/C=C2/C=CC=N2)c(=O)[nH]c1=O,-5,14,0.9,2,-11,0.027,1.5,-34,-9
Cc1ccc(-n2cc(CNC(C)Cc3cnccn3)c(-c3cccc(C)c3)n2)cc1 (stereo not given),0,4,0.6,-8,-16,nt,-1.9,-14,0
O=C(C[N+]12CCC(CC1)C(C(O)(c1ccccc1)c1ccccc1)C2)c1ccc(Br)cc1 (stereo not given),-4,-5,-0.3,0,-11,0.71,-0.6,-13,-38
O=c1c2ccccc2nc(-c2ccccc2)n1-c1ccccn1,-9,10,0.3,-6,-27,-0.15,1.1,-11,-24
N=c1sccn1Cc1ccc(Cl)cc1Cl,-4,6,0.1,24,-5,0.62,0.0,-20,-17

# Shown with bars between the fields: entries from further up.
SMILES | thrombin 1536 | PPC-1+TRAIL kill | TRPML3 agonist | TbHK1 inh | Furin inh | KCC2 mod | TRPN1 ag | EBV gp42 inh | m-calpain inh
Cc1cccc(C(=O)Nc2ccc(Cl)cc2C(=O)c2ccccc2)c1 | 3 | 24 | -0.6 | 2 | -22 | nt | -0.4 | -5 | 35
Cc1cc(OCc2nn[nH]n2)c2c3c(c(=O)oc2c1)CCC3 | -2 | 26 | -0.5 | -8 | -33 | 0.24 | 1.3 | -5 | i

# (cont.)
SMILES,thrombin 1536,PPC-1+TRAIL kill,TRPML3 agonist,TbHK1 inh,Furin inh,KCC2 mod,TRPN1 ag,EBV gp42 inh,m-calpain inh
COc1ccc(C(=O)O/N=C(/C(N)=O)P(=O)(OC(C)C)OC(C)C)cc1,-1,-3,0.6,-3,-19,-0.93,-0.5,-6,-11
Cc1ccc(C(=O)C2(C)N(O)C(C)C(c3cccs3)=[N+]2[O-])cc1 (stereo not given),5,12,0.3,-14,-5[20 µM],nt,0.6,-17,28
COc1ccc(OCC(=O)N2CCN(Cc3nc4cc([N+](=O)[O-])ccc4n3C)CC2)cc1,-2,-6,0.7,-11,-16,-1.9,3.3,-7,-3
O=c1c2ccccc2nc(SCC2CCCCO2)n1-c1ccccc1 (stereo not given),-3,6,0.3,1,-30,-0.7,0.6,-15,19

# Some entries already given, reduced to m-calpain inh:
smiles,m-calpain inh
Cc1ccc(-n2cc(CNC(C)Cc3cnccn3)c(-c3cccc(C)c3)n2)cc1 (stereo not given),0
O=C(C[N+]12CCC(CC1)C(C(O)(c1ccccc1)c1ccccc1)C2)c1ccc(Br)cc1 (stereo not given),-38
